TrxR1 inh = qHTS Assay for Inhibitors of Mammalian Selenoprotein Thioredoxin Reductase 1 (TrxR1): qHTS; Thioredoxin reductase 1, cytoplasmic (Rattus norvegicus), O89049; recombinant rTrxR1, NADPH fluorescence consumption, selenite substrate; Potency, µM (titrated, usually from 114 µM), inactives show at the highest dose activity change, negative = inhibition, most hits filed as inhibitors; hit rate 1% among 390,000; AID 588453, 2011; also: % is scaled to controls: 0 for no effect and ±100 for the full control effect; nearly all actives have a fitted effect of over 65% in size
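Rat TrxR1 (90 nM in the dispensed reagent) was pre-reduced with 400 uM NADPH for 5 min at room temperature, then incubated with compound for 15 min. After 400 uM selenite was added, NADPH fluorescence (Ex 340/Em 450 nm) was followed for 8 min.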
Pin1 inhibitor = qHTS Assay to Find Inhibitors of Pin1 | AID 504891, 2011 | Peptidyl-prolyl cis-trans isomerase NIMA-interacting 1 (Homo sapiens), Q13526 | hit rate 0.009% among 390,000 | Pin1 FP peptide displacement, HiFluor488, 10 min | Potency, µM (doses to about 115 µM), inactives show at the highest dose activity, negative = inhibition, most hits filed as inhibitors; active = well fitted inhibition curve with a large enough effect in the polarisation, with a control signal flat, not every such curve was filed as active; inconclusive = small, poorly fitted or top-dose-only effect, or effect the other way, or a change in a side signal; inactive = no such curve, though single readings can be large or run the other way; the % refers to the polarisation; also: % is scaled to controls: 0 for no effect and ±100 for the full control effect
PGK inhibitor = qHTS Assay to Find Inhibitors of Phosphoglycerate Kinase; hit rate 0.043% among 380,000; AID 602233, 2012; Potency, µM (highest dose often 57.5 µM), without a hit: top-dose activity change, negative = inhibition, usual class: inhibitors; PGK/GAPDH coupled, Kinase-Glo luminescence, 60 min; also: % is scaled to controls: 0 for no effect and ±100 for the full control effect; nearly all actives have a fitted effect of over 60% in size
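Luminescent ATP detection (Kinase-Glo Plus) follows a 60-minute room-temperature incubation, with wells lacking PGK as controls. Buffer: 100 mM TEA (pH 7.6), 5 mM MgCl2, 0.01% Tween-20. Coupling enzyme GAPDH (100 nM final) supplies unstable 1,3-BPG in-well.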
HP1b binding inh = HTS for Inhibitors of HP1-beta Chromodomain Interactions with Methylated Histone Tails; Chromobox protein homolog 1 (Homo sapiens), P83916; Potency, µM (series often up to 114 µM), inactives show at the top dose activity change, negative = inhibition, usual class: inhibitors; AlphaScreen HP1-beta / biotin-H3K9me3 peptide binding; hit rate 0.56% among 390,000; also: nearly all actives have a fitted effect of over 70% in size; inactives centre near 23
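HP1-beta protein (50 nM final) preincubated 30 min at room temperature with biotinylated H3(1-18)K9me3 peptide (50 nM) in PBS pH 7.4, 0.01% Tween-20, then compound added for 30 min. AlphaScreen streptavidin donor/nickel chelate acceptor beads (10 ug/mL final), 30 min dark, luminescence read.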
ERG-DNA inh = qHTS for Small Molecule Inhibitors of the ERG Ets/DNA interaction. Transcriptional regulator ERG (Homo sapiens), P11308. fluorescence polarization, His-ERG Ets domain / labelled DNA. Potency, µM (doses to about 76.9 µM), without a hit: at the top dose FP activity, negative = inhibition, most hits filed as inhibitors. hit rate 0.028% among 370,000. AID 624246, 2012; active = well fitted inhibition curve with a large enough effect in the polarisation, with a control signal flat; inconclusive = small, poorly fitted or top-dose-only effect, or effect the other way, or a change in a side signal; inactive = no such curve, though single readings can be large or run the other way; the % refers to the polarisation;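 also: polarization taken with two DNA probes labelled with fluorescein and Texas red; % of control where 0% means no effect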
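His-tagged ERG Ets domain (1 uM in the protein solution; 300mM KCl, 50mM Tris-HCl, 1mM EDTA, 1mM DTT, pH 7.5) received compound, then a probe mix of 5 nM fluorescein-DNA and 100nM Texas-615-DNA. Fluorescence polarization was read for both dyes.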
JMJD2A Tudor = qHTS Assay for Inhibitors of JMJD2A-Tudor Domain. AlphaScreen JMJD2A-Tudor / H3K4me3 peptide binding. Potency, µM (top dose mostly 114 µM), without a hit: at the top dose activity change, negative = inhibition, actives largely listed as inhibitors. hit rate 4.4% among 390,000. AID 504339, 2011; also: % is scaled to controls: 0 for no effect and ±100 for the full control effect; nearly all actives have a fitted effect of over 50% in size
RGS4 inh = Inhibitors of Regulator of G Protein Signaling (RGS) 4: qHTS. Transcreener GDP fluorescence polarization, RGS4-accelerated GTP hydrolysis. hit rate 0.039% among 390,000. Potency, µM (doses to about 114 µM), for the others: top-dose activity change, negative = inhibition, most hits filed as inhibitors. AID 504845, 2011. Regulator of G-protein signaling 4 (Homo sapiens), P49798; also: % is scaled to controls: 0 for no effect and ±100 for the full control effect; nearly all actives have a fitted effect of over 75% in size; some results filed as inactive show a strong effect at the top dose
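MLSMR compounds (23 nl, pin-transferred) preincubated 10 min at room temperature with a 500nM (2x) first reagent, then RGS4 at 900nM (2x) plus Transcreener GDP mix added; fluorescence polarization (620/688 nm) read before and after 90 min at 30 °C.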
GLS inhibitor = qHTS for Inhibitors of Glutaminase (GLS); Glutaminase kidney isoform, mitochondrial (Homo sapiens), O94925; GLS enzymatic activity, qHTS titration; Potency, µM (top dose mostly 45.5 µM), for the others: top-dose activity change, negative = inhibition, hits mostly inhibitors; hit rate 0.21% among 410,000; also: % is scaled to controls: 0 for no effect and ±100 for the full control effect
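Enzyme dispensed in phosphate buffer (45 mM, pH 8.2, 0.02% Tween-20), compounds pinned in, then 1 mM L-glutamine solution and the glutamate oxidase–HRP–Amplex Red mix added; fluorescence read immediately and again after 30 min at room temperature.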
ALOX12 inh = Primary qHTS assay for inhibitors of human arachidonate 12S-lipoxygenase (ALOX12): Round 2. Polyunsaturated fatty acid lipoxygenase ALOX12 (Homo sapiens), P18054. purified 12hLO, xylenol orange hydroperoxide absorbance. Potency, µM (doses to about 108 µM), without a hit: at the highest dose activity change, negative = inhibition, actives largely listed as inhibitors. hit rate 1.1% among 580,000. AID 1671190, 2021; also: % is scaled to controls: 0 for no effect and ±100 for the full control effect
Target sequence (P18054 whole entry, looked up): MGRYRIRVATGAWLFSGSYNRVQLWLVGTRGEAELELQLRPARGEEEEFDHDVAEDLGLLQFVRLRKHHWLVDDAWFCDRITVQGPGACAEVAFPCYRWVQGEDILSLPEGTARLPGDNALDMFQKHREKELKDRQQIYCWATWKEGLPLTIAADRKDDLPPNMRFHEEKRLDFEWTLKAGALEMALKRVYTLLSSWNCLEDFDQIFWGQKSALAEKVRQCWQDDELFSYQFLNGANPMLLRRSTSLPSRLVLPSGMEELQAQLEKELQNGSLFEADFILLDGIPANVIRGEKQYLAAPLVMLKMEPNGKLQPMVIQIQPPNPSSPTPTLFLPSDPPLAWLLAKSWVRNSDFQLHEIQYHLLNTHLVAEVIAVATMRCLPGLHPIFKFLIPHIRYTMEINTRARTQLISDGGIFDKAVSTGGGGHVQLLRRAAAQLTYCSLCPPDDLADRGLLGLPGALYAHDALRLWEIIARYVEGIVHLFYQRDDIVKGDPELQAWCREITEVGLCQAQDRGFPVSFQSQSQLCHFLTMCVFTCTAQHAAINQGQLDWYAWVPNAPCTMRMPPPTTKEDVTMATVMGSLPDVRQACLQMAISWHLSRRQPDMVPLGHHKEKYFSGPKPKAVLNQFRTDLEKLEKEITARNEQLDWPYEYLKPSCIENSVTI
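Purified human 12hLO at 150 nM in 25 mM Hepes, 0.01% Triton X-100, pH 7.0, preincubated 15 min at room temperature with compound. Reaction started with 40 uM arachidonic acid, 30 min at room temperature. Hydroperoxide measured by Fe-xylenol orange, 573/405 nm absorbance ratio.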
* = called active by the depositor; ? = inconclusive; [ ] = dose if it differs, or a comment. Unless noted, calls follow the shape of the dose curve; as a rule, active = well fitted curve in the direction sought with a large enough effect; inconclusive = small, poorly fitted or top-dose-only effect, or another doubt; inactive = no such curve, though single readings can be large; an effect the other way counts as inactive or inconclusive. Potency is read from the fitted curve at half-maximal effect. An excerpt. The share of hits here may be higher or lower than overall.

SMILES	TrxR1 inh	Pin1 inhibitor	PGK inhibitor	HP1b binding inh	ERG-DNA inh	JMJD2A Tudor	RGS4 inh	GLS inhibitor	ALOX12 inh
CC(=O)N1C[C@H](O)C[C@H]1C(=O)O	15.7%	-0.7%	-6.5%	27.6%	-13.0%	?	-27.3%	-11.1%	-9.8%
C[C@H](CCC(=O)O)[C@H]1CC[C@H]2[C@@H]3[C@@H](O)C[C@@H]4C[C@H](O)CC[C@]4(C)[C@H]3CC[C@]12C	3.1%	-3.6%	-0.6%	56.1%[activator]	4.8%	-10.3%	-10.8%	0.9%	0.5%

Screening data deposited in PubChem BioAssay by National Center for Advancing Translational Sciences (NCATS).
